Nrf2 block: blocks Nrf2 signaling | A549 ARE-Fluc reporter, luciferase luminescence, 18-24 h | Potency, µM (series often up to 46 µM), for the others: at the top dose activity change, negative = inhibition, actives largely listed as inhibitors | hit rate 2.1% among 360,000 | AID 504444; further: on the % scale 0 is the no-effect control and ±100 the full control effect; nearly all actives have a fitted effect of over 60% in size
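Concentration-response testing used A549 ARE_Fluc cells at 5000 cells/well. Following an 18-24 h compound incubation, viability was read by fluorescence (Ex 405/Em 525) and luciferase output by luminescence.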
HepG2 tox: HepG2 cytotoxicity, counter-screen for TGF-b inhibitors | AID 588856 | hit rate 0.76% among 410,000 | Potency, µM (top dose mostly 46.1 µM), inactives show at the top dose activity change, negative = cytotoxicity, most hits filed as cytotoxic | HepG2 CAGA-GFP viability, ATP luminescence, 18 h; further: some results filed as inactive show a strong effect at the top dose
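HepG2 CAGA-GFP cells (1000/well, DMEM with 1% FBS) received compound, then TGF-beta at 500 pg/mL final, and were incubated 18 hours at 37 degrees C. Viability was read by CellTiter-Glo luminescence. Media-only wells were set as complete cell-killing and DMSO as no toxicity.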
A549 tox: A549 cytotoxicity, counter-screen for Nrf2 inhibitors | A549 ARE-Fluc cells, CellTiter-Fluor viability, 18-24 h | Potency, µM (series often up to 46 µM), inactives show at the top dose activity change, negative = cytotoxicity, usual class: inhibitors | hit rate 0.16% among 390,000; further: on the % scale 0 is the no-effect control and ±100 the full control effect
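A549 ARE_Fluc cells in 5% FBS OPTI-MEM were exposed to compounds in concentration-response for 18-24 h at 37 deg C. Viability was read by CellTiter-Fluor fluorescence (Ex 405/Em 525) after 30 min, before the luciferase read.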
EPAC2 antagonist: EPAC2 (human) antagonism; Potency, µM (series often up to 114 µM), for the others: at the top dose activity, negative = inhibition, actives largely listed as inhibitors; EPAC2 GEF exchange of Rap1B-BODIPY-GDP, fluorescence; hit rate 0.18% among 360,000; further: on the % scale 0 is the no-effect control and ±100 the full control effect; nearly all actives have a fitted effect of over 45% in size; many of its hits are not listed in these tables
Target sequence (Q8WZA2 whole entry, looked up): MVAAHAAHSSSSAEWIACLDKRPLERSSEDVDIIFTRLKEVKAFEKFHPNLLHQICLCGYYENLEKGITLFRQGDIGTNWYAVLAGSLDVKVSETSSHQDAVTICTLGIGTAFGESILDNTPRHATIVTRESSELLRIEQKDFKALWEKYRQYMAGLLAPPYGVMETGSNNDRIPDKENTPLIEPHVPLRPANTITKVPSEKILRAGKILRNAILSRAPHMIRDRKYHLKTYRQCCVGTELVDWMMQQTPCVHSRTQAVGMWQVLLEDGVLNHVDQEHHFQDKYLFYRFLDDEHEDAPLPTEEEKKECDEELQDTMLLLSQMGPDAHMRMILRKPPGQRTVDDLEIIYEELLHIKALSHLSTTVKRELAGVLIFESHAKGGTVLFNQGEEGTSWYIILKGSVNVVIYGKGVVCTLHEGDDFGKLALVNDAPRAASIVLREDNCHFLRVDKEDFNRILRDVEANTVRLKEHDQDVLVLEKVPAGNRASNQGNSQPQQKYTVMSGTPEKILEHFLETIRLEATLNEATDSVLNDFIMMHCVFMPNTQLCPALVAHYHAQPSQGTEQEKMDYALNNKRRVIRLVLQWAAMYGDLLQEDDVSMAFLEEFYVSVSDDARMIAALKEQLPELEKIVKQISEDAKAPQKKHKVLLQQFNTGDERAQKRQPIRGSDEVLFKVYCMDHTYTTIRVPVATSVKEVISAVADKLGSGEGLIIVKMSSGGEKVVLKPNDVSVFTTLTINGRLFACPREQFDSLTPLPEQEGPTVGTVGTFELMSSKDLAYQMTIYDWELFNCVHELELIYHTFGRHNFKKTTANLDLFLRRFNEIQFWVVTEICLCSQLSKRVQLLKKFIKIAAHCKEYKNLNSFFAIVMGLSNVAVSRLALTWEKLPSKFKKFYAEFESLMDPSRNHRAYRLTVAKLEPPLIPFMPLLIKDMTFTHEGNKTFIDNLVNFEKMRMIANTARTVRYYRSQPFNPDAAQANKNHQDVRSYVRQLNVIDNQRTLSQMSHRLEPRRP
S2 tox: viability counter-screen for ATXN expression inhibitors; Potency, µM (series often up to 56.7 µM), usual class: cytotoxic; hit rate 0.49% among 400,000; AID 651635; S2 cells (HEK-293 line with an ATXN2-luciferase reporter) viability, CellTiter-Fluor protease fluorescence, 24 h; further: nearly all actives have a fitted effect of over 40% in size
Nrf2 activator: activates Nrf2 signaling; AREc32 ARE-luciferase reporter (MCF7-derived line), luminescence, 24 h; Potency, µM (series often up to 46.1 µM), for inactives: at the top dose activation, actives largely listed as activators; hit rate 0.31% among 410,000; further: % of control where 0% means no effect; nearly all actives have a fitted effect of over 65% in size
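Luciferase luminescence (Steady-Glo, 30 min at room temperature) served as the read-out of ARE activation in AREc32 cells treated with compounds for 24 hr at 37 deg C.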
MCF10A rerep: DNA re-replication induction in MCF 10a cells. hit rate 2.9% among 350,000. MCF 10A DNA re-replication, Hoechst nuclear intensity, 48 h. Potency, µM (top dose mostly 46.1 µM), for inactives: at the top dose activity, positive = re-replication, hits mostly activators. AID 624296; further: % of control where 0% means no effect; nearly all actives have a fitted effect of over 50% in size
ATXN2 expr inh: ATXN2 expression inhibition; hit rate 0.72% among 360,000; Potency, µM (top dose mostly 57 µM), for inactives: at the highest dose activity change, negative = inhibition, most hits filed as inhibitors; HEK-293 ATXN2-luciferase reporter, luminescence, 24 h; further: on the % scale 0 is the no-effect control and ±100 the full control effect; nearly all actives have a fitted effect of over 55% in size
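ATXN2-luciferase reporter cells (luciferase flanked by upstream and downstream ATXN2 gene portions) were treated 24 h at 37 °C with compounds at up to 57 uM. SteadyGlo luminescence gave expression; GF-AFC fluorescence gave viability.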
TGFb SMAD3 inh: inhibitors of TGF-b signaling. AID 588855. hit rate 1.2% among 410,000. HepG2 CAGA-GFP TGF-b/SMAD3 reporter, GFP fluorescence, 18 h; TGF-beta stimulated, 500 pg/mL final. Potency, µM (highest dose often 46.1 µM), for inactives: top-dose activity, negative = inhibition, actives largely listed as inhibitors; further: on the % scale 0 is the no-effect control and ±100 the full control effect; nearly all actives have a fitted effect of over 65% in size
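Per well, imaged GFP fluorescence of HEPG2 CAGA-GFP cells gives the signal; cells get compound, then TGF-beta (500 pg/mL final), 18 h at 37 degrees C; %Activity versus -TGF-beta and +DMSO controls.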
An asterisk follows results filed as active; i = inactive; ? = inconclusive; . = not tested or not shown; & = joins results of further samples; [ ] = remark or other dose. The call rests on the fitted dose curve; in most records, active means well fitted curve in the direction sought with a large enough effect; inconclusive means small, poorly fitted or top-dose-only effect, or another doubt; inactive means no such curve, though single readings can be large; an effect the other way counts as inactive or inconclusive. Potency means the concentration at half of the fitted maximal effect.

SMILES	Nrf2 block	HepG2 tox	A549 tox	EPAC2 antagonist	S2 tox	Nrf2 activator	MCF10A rerep	ATXN2 expr inh	TGFb SMAD3 inh
COCCN(C(=O)Cc1cccs1)C(C(=O)NCc1ccc(OC)cc1)c1ccc(OC)cc1 (configuration not stated)	0%	3%	-10%	2%	i	0.4%	3%	7%	-6%
O=C(CS(=O)(=O)c1cn(CC(=O)N2CCOCC2)c2ccccc12)NCc1ccccc1	8%	2%	-5%	19%	i	-0.2%	-1%	-3%	-7%
Cc1ccc(C(=O)CSc2nnc3ccccn23)c(C)c1	?	-28%	-5%	7%	i	-0.8%	-2%	-17%	?
CCOC(=O)Cc1csc(SCC(=O)Nc2cc(C)ccc2OC)n1	7%	8%	-11%	0%	i	-0.7%	0%	-10%	12%
CCOc1ccc(NC(=O)COC(=O)Cn2cnc3ccccc32)cc1	9%	4%	-1%	-1%	i	-0.1%	-4%	-9%	1%
C/C(=N\N1CCN(C2c3ccccc3-c3ccccc32)CC1)c1ccncc1	.	-3%	16%	-7%	i	0.3%	15%	-21%	?
Cn1cc(/C=C2\SC(=O)N(c3ccccc3)C2=O)c2ccccc21	2%	-23%	0%	5%	.	6.2%	1%	20%	-4%
Cc1cc(C)nc(NS(=O)(=O)c2ccc(NC(=O)c3cc(-c4ccccc4)nc4ccccc34)cc2)n1	?	-1%	-10%	1%	i	-0.6%	?	-12%	?
COc1ccc(OC)c(NC(=O)CN(C)S(=O)(=O)c2ccc3[nH]c4c(c3c2)CCCC4)c1	?	-32%	1%	.	?	4.3%	.	?	?
C#Cc1cccc(-n2nnc(C(=O)OC)c2-c2ccccc2)c1	?	-19%	-2%	-4%	i	-1.9%	-12%	-18%	13%
COc1ccc(C(=O)NCC(=O)N2CCc3ccccc3C2)cc1	5%	1%	-8%	-7%	i	0.5%	-41%[inhibitor]	12%	0%
Cc1ccccc1N(C(=O)c1snc(C(N)=O)c1N)C(C(=O)NCC1CCCO1)c1ccc(N(C)C)cc1 (configuration not stated)	1%	13%	-3%	-12%	i	-0.7%	1%	1%	-3%
CC1(C)CC(NC(=O)COc2ccccc2Cl)CC(C)(C)N1	?	-11%	22%	6%[57.1 µM]	i	0.4%	2%	.	2%
CCOc1ccc(C(=O)Nc2cccc(-c3ccc(N4CCOCC4)nn3)c2)cc1OCC	?	7%	-13%	3%	?	6.8%	25%	38%	13%
O=C(Nc1ccccc1Cl)c1cc2c(-c3ccccc3)nn(-c3ccccc3)c2s1	-3%	2%	-4%	.	?	0.2%	.	-2%	11%

Looked up above.
O=C(CS(=O)(=O)c1cn(CC(=O)N2CCOCC2)c2ccccc12)NCc1ccccc1 @ ATXN2 expr inh: -3%
CC1(C)CC(NC(=O)COc2ccccc2Cl)CC(C)(C)N1 @ HepG2 tox: -11%
CCOC(=O)Cc1csc(SCC(=O)Nc2cc(C)ccc2OC)n1 @ A549 tox: -11%
Cc1cc(C)nc(NS(=O)(=O)c2ccc(NC(=O)c3cc(-c4ccccc4)nc4ccccc34)cc2)n1 @ ATXN2 expr inh: -12%
CCOc1ccc(NC(=O)COC(=O)Cn2cnc3ccccc32)cc1 @ MCF10A rerep: -4%
O=C(Nc1ccccc1Cl)c1cc2c(-c3ccccc3)nn(-c3ccccc3)c2s1 @ HepG2 tox: 2%

(continued)
SMILES	Nrf2 block	HepG2 tox	A549 tox	EPAC2 antagonist	S2 tox	Nrf2 activator	MCF10A rerep	ATXN2 expr inh	TGFb SMAD3 inh
COc1cccc(-c2nc(NCc3ccccc3)c3ccccc3n2)c1O	?	-34%	-16%	-2%	i	2.1%	28%	-23%	?
CCOC(=O)c1c(NC(=O)CN2CCN(C(=O)c3ccco3)CC2)sc(C)c1C	-18%	-22%	-14%	3%	?	-1.3%	-1%	-11%	-6%
CCn1c(=O)cc(O)c2ccccc21	23%	-2%	-2%	-5%	i	-0.5%	-9%	-4%	9%
CCOc1ccc(S(=O)(=O)N2CCC(C(=O)NCc3ccco3)CC2)cc1	-27%	-34%	1%	-5%	i	-0.7%	4%	-8%	0%
COc1c2c(c(OC)c3c1c(=O)c1ccccc1n3C)OCO2	-8%	-3%	3%	-21%	.	0.8%	11%	-13%	?
COc1ccc(OC(=O)N(C)C[C@H]2OCc3cn(nn3)CCCC(=O)N([C@H](C)CO)C[C@@H]2C)cc1	.	1%	.	-9%	i	0.3%	.	0%	3%
Cc1ccc(S(=O)(=O)N2CC(C(=O)O)=CC[C@H]2c2ccc(Cl)cc2)cc1	-11%	-2%	-4%	?	i	-0.8%	0%	1%	8%
S=C(NCC1COc2ccccc2O1)Nc1ccccc1 (configuration not stated)	?	-3%	3%	-4%	i	3.1%	10%	-13%	-1%
COc1cc(/C=N/NC(=O)c2ccc(CSc3nc4ccccc4[nH]3)cc2)cc(OC)c1OC	?	-11%	0%	-9%	i	0.2%	?	-26%	-9%
CCc1ccc2oc(C(=O)N3CCN(c4ccccc4OC)CC3)cc(=O)c2c1	-20%	-24%	-17%	13%	i	-0.9%	12µM*	-35%	?
CCCCCCc1c(O)nc(SCCN(C)C)[nH]c1=O	1%	6%	5%	8%	i	-0.5%	3%	-1%	7%
O=C(CSc1nnc(-c2ccccc2)c(-c2ccccc2)n1)NCC1CCCO1 (configuration not stated)	-18%	2%	-3%	-6%	i	-0.3%	11%	-28%	0%
CCOc1cccc(C2NC(=S)NC(C)=C2C(=O)Nc2ccccc2)c1 (configuration not stated)	-9%	-24%	-2%	10%	i	-1.0%	?	-5%	?
Cc1ccc(S(=O)(=O)NN=C2C3CC4CC(C3)CC2C4)cc1	14%	-12%	-2%	-7%	i	0.0%	-3%	0%	-3%
COc1cc(/C=C\C(=O)NCc2ccc3[nH]c(C)cc3c2)cc(OC)c1OC	8%	-16%	1%	-4%	i	5.0%	16%	-3%	3%

An excerpt from above, showing only TGFb SMAD3 inh and MCF10A rerep:
SMILES	TGFb SMAD3 inh	MCF10A rerep
CCOc1cccc(C2NC(=S)NC(C)=C2C(=O)Nc2ccccc2)c1 (configuration not stated)	?	?
COc1c2c(c(OC)c3c1c(=O)c1ccccc1n3C)OCO2	?	11%

Next section.
SMILES	Nrf2 block	HepG2 tox	A549 tox	EPAC2 antagonist	S2 tox	Nrf2 activator	MCF10A rerep	ATXN2 expr inh	TGFb SMAD3 inh
CCN1CCN(C(=O)c2ccc3c(c2)N(Cc2ccccc2)C(=O)c2ccccc2S3=O)CC1 (configuration not stated)	?	-20%&2%	-4%&3%	9%	i	0.3%&-0.5%	24%	-3%&-6%	10%&-3%
CC(NCC(O)COCc1ccc(Cl)cc1)c1ccccc1 (configuration not stated)	8%	-56%	-4%	-3%	?	0.2%	?	?	-20%
CC(C)N(Cc1ccccc1)C(=O)CN1C(=O)NC2(CCCCCC2)C1=O	-7%	0%	-5%	2%	i	2.9%	10%	.	-5%
Nc1nnc(-c2ccc(Cl)c([N+](=O)[O-])c2)s1	12%	20%	-3%	10%	i	0.0%	1%	.	14%
CCOc1ccc(C(=S)NC2CCCCC2)cc1	?	-33%	-3%	0%	i	0.8%	3%	58%[activator]	-12%
COC(=O)CC(=O)O[C@H]1C=C[C@@H](NC(=O)OC(C)(C)C)C1	1%	3%	-2%	10%	i	-0.2%	12%	11%	3%
Cc1cc2nc3ccc(N(C)C)cc3nc2cc1N	?	-39%	-28%	6%	.	-3.4%	-1%	?	-11%
CC(Oc1cccc(Cl)c1)C(=O)Nc1cc(=O)n(C)c(=O)n1C (configuration not stated)	?	0%	-5%	8%	i	-0.6%	0%	-14%	10%
CC(NS(=O)(=O)c1ccc(Br)cc1)C(=O)NCc1ccc2c(c1)OCO2 (configuration not stated)	1%	17%	-1%	-2%	i	0.1%	-6%	-28%	11%
Cc1ccc(-c2ccc(=O)n(C(C)C(=O)Nc3ccccc3Cl)n2)cc1C (configuration not stated)	-16%	-37%	-4%	.	?	-0.2%	.	-30%	?
COC(=O)c1sc2nc(CSc3ccc(Br)cc3)[nH]c(=O)c2c1C	1%	1%	-2%	-5%	i	-0.8%	15µM*	.	-24%
CC(C)[C@H](CN(N=O)[C@@H](Cc1ccccc1)CN(C)N=O)N(CCc1ccccc1)N=O	-11%	-10%	-9%	-15%	i	4.6%	35%	-8%	-2%
N#C/C(=C\c1ccc(OCCN2CCOCC2)cc1)C(=O)Nc1ccccc1	?	-18%	6%	2%	i	7.7%	5%	11%	-8%
Cc1ccccc1-c1nc(CN2CCC(C(=O)NC3CCCCC3)CC2)c(C)o1	-4%	-4%	0%	-7%	i	-0.2%	-1%	-8%	-2%
Cc1cc(OCCn2cnc3ccccc3c2=O)cc(C(C)C)c1	0%	-32%	1%	-19%	i	0.3%	14%	-2%	-16%
O=C(Nc1ccno1)Nc1ccc(Cl)cc1Cl	?	6%	-9%	0%	i	2.8%	3%	1%	-8%
COc1ccccc1CCNC(=O)C(=O)NCC(c1ccco1)S(=O)(=O)c1cccs1 (configuration not stated)	.	-20%	1%	.	.	0.9%	.	.	-1%
O=C(Cn1c2ccccc2c(=O)c2cc([N+](=O)[O-])ccc21)Nc1ccccc1Cl	-30%	3%	-16%	.	?	-1.0%	?	.	10%
O=C(CSc1nnc(CNc2ccc(F)cc2)n1Cc1ccccc1)NCc1ccccc1	-13%	-30%	-6%	-11%	i	0.1%	20%	-13%	-11%
CC(C)(C)C(=O)Nc1ccc(-c2csnn2)cc1	17%	-23%	2%	3%	i	1.0%	-3%	3%	-14%
CC(CN1CCOCC1)OC(=O)c1ccccc1 (configuration not stated)	6%	4%	7%	0%	i	0.0%	-1%	-21%	0%
COc1ccc(Cn2nnnc2C(c2ccccc2)N2CCN(c3ccccc3)CC2)cc1 (configuration not stated)	-18%	9%	2%	.	.	.	.	.	1%
COc1ccc(/C=N/NC(=O)c2ccco2)cc1OCc1ccccc1	-4%	10%	2%	6%	i	?	?	17%	-17%
Cc1ccnc2nc(C(=O)OCCOc3cccc(Br)c3)nn12	20%	-3%	5%	-3%	i	0.4%	0%	1%	6%
C/C(=N\NC(=O)c1c[nH]c2ccccc12)c1ccc(C)o1	?	4%	-3%	21%	i	13%	-4%	30%	-3%
COc1ccccc1-c1c(NC(=O)c2ccco2)n(C)c2ccccc2c1=O	-18%	-5%	0%	4%	i	-0.1%	1%	-5%	9%
COc1cc2c(cc1OC)CN(C(=O)c1ccc(S(=O)(=O)N3CCCCCC3)cc1)CC2	5%	-23%	-11%	-14%	i	-0.4%	?	6%	-28%

Bioassay records from PubChem BioAssay.

A portion of the library; the hit share may differ from the screen's.
